Compound activity (PubChem BioAssay)
ELG1 genotox = qHTS screen for small molecules that induce genotoxicity in human embryonic kidney (HEK293T) cells expressing luciferase-tagged ELG1. HEK293T ELG1-luciferase reporter, luminescence, 16 h. Potency, µM (series often up to 46 µM), without a hit: at the top dose activity change, positive = activation, actives largely listed as activators. 330,000 compounds, 1.3% hits. AID 504466, 2011; further: potency means the concentration at half of the fitted maximal effect; % of control where 0% means no effect; nearly all actives have a fitted effect of over 60% in size
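16 hr compound incubation (37 °C, 5% CO2) of HEK293T cells carrying luciferase-tagged ELG1; luciferase then measured by ONE-Glo luminescence after 30 min at RT.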
BRCA1 expr act = qHTS Assay to Identify Small Molecule Activators of BRCA1 Expression. AID 624202, 2012. 380,000 compounds, 1.1% hits. MCF7-BRCA1-FFLuc reporter, luminescence, 48 h; response scale: scaled: vehicle 0%, 10 µM genistein 100%. Potency, µM (top dose mostly 46.1 µM), for the others: at the top dose activation, actives largely listed as activators; further: potency means the concentration at half of the fitted maximal effect; nearly all actives have a fitted effect of over 80% in size; some results filed as inactive show a strong effect at the top dose
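Quantitative HTS in MCF7 cells stably reporting BRCA1 expression via firefly luciferase. Compound treatment lasts 48 h at 37 °C in phenol-red free MEM. Activation is expressed relative to genistein at 10 microM and DMSO.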
VP16 counter = VP16 counterscreen qHTS for inhibitors of ROR gamma transcriptional activity; 310,000 compounds, 3.5% hits; Potency, µM (top dose mostly 53.6 µM), without a hit: at the top dose activity, negative = inhibition, actives largely listed as inhibitors; AID 2546, 2010; Drosophila S2 Gal4-VP16 UAS-luciferase, luminescence, 20 h;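 further: Gal4-VP16 expression switched on by copper sulfate through the metallothionein promoter; potency means the concentration at half of the fitted maximal effect; on the % scale 0 is the no-effect control and ±100 the full control effect; nearly all actives have a fitted effect of over 50% in size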
ELG1 repair inh = qHTS screen for small molecules that inhibit ELG1-dependent DNA repair in human embryonic kidney (HEK293T) cells expressing luciferase-tagged ELG1; HEK293T ELG1-luciferase reporter, luminescence, 16 h; DNA damage induced by 5-fluorouridine; Potency, µM (highest dose often 46.1 µM), for inactives: at the top dose activity change, negative = inhibition, actives largely listed as inhibitors; 330,000 compounds, 2.3% hits; AID 504467, 2011; further: potency means the concentration at half of the fitted maximal effect; on the % scale 0 is the no-effect control and ±100 the full control effect; nearly all actives have a fitted effect of over 55% in size
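Quantitative HTS, concentration-response format. 2,000 cells/well co-treated with 5-fluorouridine and compound, 16 hr in 5% CO2 at 37 °C; ONE-Glo luminescence read after 30 min.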
NPC1 prom act = qHTS Assay for NPC1 Promoter Activators. Potency, µM (series often up to 9.22 µM), inactives show at the highest dose activation, actives largely listed as activators. AID 485313, 2010. 320,000 compounds, 2.4% hits. Huh7 NPC1 promoter luciferase reporter, 24 h;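 further: potency means the concentration at half of the fitted maximal effect; % of control where 0% means no effect; nearly all actives have a fitted effect of over 60% in size; reporter is driven by a mutant NPC1 promoter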
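Compounds in DMSO were transferred onto Huh7 NPC1-luciferase reporter cells pre-incubated 2 h; after 24 h at 37 °C, Amplite reagent was dispensed and luminescence recorded 10 min later.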
FLuc modulator = qHTS profiling assay for firefly luciferase inhibitor/activator using purifed enzyme and Km concentrations of substrates (counterscreen for miR-21 project); Luciferin 4-monooxygenase (Photinus pyralis), P08659; purified FLuc, Km substrates, luminescence inhibition; Potency, µM (series often up to 57.5 µM), for inactives: at the highest dose activity change, negative = inhibition, usual class: inhibitors; 360,000 compounds, 6.9% hits; AID 588342, 2011;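 further: potency means the concentration at half of the fitted maximal effect; plate controls were vehicle for no effect and reference inhibitor for full effect; nearly all actives have a fitted effect of over 55% in size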
Target sequence (P08659 whole entry, looked up): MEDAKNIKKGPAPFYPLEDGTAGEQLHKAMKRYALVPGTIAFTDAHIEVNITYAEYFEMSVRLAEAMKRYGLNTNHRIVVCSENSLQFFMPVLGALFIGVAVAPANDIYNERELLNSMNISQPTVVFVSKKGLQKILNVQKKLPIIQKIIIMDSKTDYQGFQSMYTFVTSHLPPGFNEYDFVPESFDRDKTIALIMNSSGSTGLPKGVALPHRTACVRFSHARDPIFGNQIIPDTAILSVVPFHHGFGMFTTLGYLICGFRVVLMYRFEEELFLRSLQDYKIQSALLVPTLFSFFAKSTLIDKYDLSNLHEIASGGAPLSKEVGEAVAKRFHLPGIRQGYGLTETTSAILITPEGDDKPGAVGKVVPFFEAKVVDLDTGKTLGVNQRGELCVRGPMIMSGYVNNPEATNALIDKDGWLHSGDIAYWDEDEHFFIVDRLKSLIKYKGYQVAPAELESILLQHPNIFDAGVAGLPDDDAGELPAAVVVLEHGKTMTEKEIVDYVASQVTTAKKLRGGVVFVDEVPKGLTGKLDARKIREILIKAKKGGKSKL
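Purified P. pyralis luciferase, 10 nM final, with Km-level 10 uM D-luciferin and 10 uM ATP in 50 mM Tris acetate pH 7.5, 10 mM Mg acetate, 0.01% Tween-20, 0.05% BSA; 6-point qHTS titration about 60 µM downward; luminescence read.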
Rab9 prom act = qHTS Assay for Rab9 Promoter Activators; Huh7 Rab9 promoter-luciferase reporter, luminescence, 24 h; 320,000 compounds, 2.8% hits; Potency, µM (titrated, usually from 9.22 µM), inactives show top-dose activation, negative = inhibition, hits mostly activators; further: potency means the concentration at half of the fitted maximal effect; % of control where 0% means no effect; nearly all actives have a fitted effect of over 60% in size
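Cells were plated at 1500 per well in reduced-serum medium with 10% FBS and left 2 h. Compound in DMSO was then added for 24 h at 37 °C. Reporter signal was read by luminescence after 10 min with luciferase detection reagent.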
RORgamma inh = qHTS for inhibitors of ROR gamma transcriptional activity; Nuclear receptor ROR-gamma (Mus musculus), P51450; Drosophila S2 Gal4-RORgamma UAS-luciferase reporter, 20 h; Potency, µM (highest dose often 53.6 µM), inactives show at the highest dose activity change, negative = inhibition, actives largely listed as inhibitors; 310,000 compounds, 5.4% hits; AID 2551, 2010; further: potency means the concentration at half of the fitted maximal effect; on the % scale 0 is the no-effect control and ±100 the full control effect; nearly all actives have a fitted effect of over 60% in size
Target sequence (P51450 whole entry, looked up, the tested form may be a part): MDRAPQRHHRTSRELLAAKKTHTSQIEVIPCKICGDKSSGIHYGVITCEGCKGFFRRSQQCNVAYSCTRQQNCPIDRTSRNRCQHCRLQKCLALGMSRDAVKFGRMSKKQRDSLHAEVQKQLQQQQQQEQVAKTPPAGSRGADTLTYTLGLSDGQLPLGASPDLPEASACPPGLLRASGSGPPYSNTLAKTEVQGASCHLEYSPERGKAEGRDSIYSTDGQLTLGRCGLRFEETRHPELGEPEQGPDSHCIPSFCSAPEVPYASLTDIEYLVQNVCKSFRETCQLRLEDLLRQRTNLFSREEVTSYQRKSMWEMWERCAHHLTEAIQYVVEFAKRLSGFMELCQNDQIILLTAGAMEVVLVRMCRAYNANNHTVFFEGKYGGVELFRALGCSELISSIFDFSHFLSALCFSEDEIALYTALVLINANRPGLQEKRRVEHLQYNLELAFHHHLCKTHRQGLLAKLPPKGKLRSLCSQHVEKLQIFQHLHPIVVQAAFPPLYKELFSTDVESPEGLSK
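In this cell-based reporter format, copper sulfate (700 uM final) drives Gal4–ROR gamma fusion expression from a metallothionein promoter in Drosophila Schneider cells; compounds preincubated 1 hr, reporter read after 20 hr at ambient temperature.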
Tb PFK inh = qHTS Assay to Find Inhibitors of T. brucei phosphofructokinase; T. brucei PFK, ADP-Glo luminescence; Potency, µM (top dose mostly 57.5 µM), for inactives: at the top dose activity, negative = inhibition, usual class: inhibitors; 330,000 compounds, 0.17% hits;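 further: potency means the concentration at half of the fitted maximal effect; 0% = uninhibited 1x PFK enzyme wells and -100% = no-enzyme wells; nearly all actives have a fitted effect of over 60% in size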
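PFK 1.25 nM, F6P 0.5 mM, ATP 0.1 mM, 0.1 M TEA pH 8.0, 5 mM MgCl2, 0.01% Tween20, 0.1% BSA; 45 min RT. ADP-Glo readout. qHTS titration up to 57 uM; curves fitted, compounds curve-classed.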
TRPV1 agonist = HTS Assay for Compounds that Act as Agonists of the Vanilloid Receptor 1 | TRPV1-expressing cells, Fluo-8 calcium influx, agonist mode | AID 540275, 2011 | activation, % at 8.33 µM | 320,000 compounds, 0.19% hits; in the data active means activation above about 80%; inconclusive means between about 30% and that limit; further: 0% is about no effect
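TRPV1-expressing cells were cultured overnight at 35.5C and loaded with Fluo-8 calcium dye for 40 to 90 min at room temperature. After a 10 s baseline, compound was added and calcium influx was read kinetically for 3 min (ex 480/em 520 nm).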
p53 reactivation = qHTS assay for re-activators of p53 using a Luc reporter. H1299 p53-A138V BP100-luciferase reporter, luminescence, 24 h. Potency, µM (titrated, usually from 92.2 µM), for the others: top-dose activity change, positive = activation, actives largely listed as activators. 320,000 compounds, 0.063% hits. AID 504706, 2011; further: potency means the concentration at half of the fitted maximal effect; % of control where 0% means no effect; nearly all actives have a fitted effect of over 45% in size
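p53-null H1299 cells stably carrying temperature-sensitive p53-A138V and a BP100-luciferase reporter were pinned with compounds (4-point, 1:5 series) and held 24 hrs at 37 deg C. Luminescence was read 10 min after detection reagent.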
Active calls of the source: *; ? = inconclusive; · = no result given; & = joins results of further samples; [ ] = dose if it differs, or a comment. Unless noted, the call rests on the fitted dose curve; in most records, active means well fitted curve in the direction sought with a large enough effect; inconclusive means small, poorly fitted or top-dose-only effect, or another doubt; inactive means no such curve, though single readings can be large; an effect the other way counts as inactive or inconclusive.

Structure,Tb PFK inh,FLuc modulator,TRPV1 agonist,ELG1 repair inh,NPC1 prom act,Rab9 prom act,ELG1 genotox,BRCA1 expr act,VP16 counter,p53 reactivation,RORgamma inh
Cc1ccc(N=C2NC(=O)/C(=C/c3cccs3)S2)cc1C,7.6%,-25.4%,5.8,26.1%,7.6%,-2.2%,10.6%,-14.9%,?,?,?
COc1ccc(C(=O)NCCCn2cccn2)cc1OC1CCN(C(C)=O)CC1,-2.7%,-0.2%,-5.6,2.4%,-0.1%,-1.5%,0.0%,-19.8%,·,·,·
N#Cc1cccc(NC(=O)N2CCC(c3nc4c(nnn4Cc4cccc(Cl)c4)c(=O)[nH]3)CC2)c1,0.7%,1.9%,-0.1,?,0.6%,-2.3%,-14.9%,-9.5%,-1.9%,-1.0%,24.7%
Cc1n[nH]c(=O)c2c(NC(=O)COC(=O)c3cc(F)cc(F)c3)oc(C)c12,24.2%,3.1%,-1.5,14.9%,-0.8%,1.9%,-6.0%,-10.8%,·,9.3%,·
O=C(CCl)Nc1c2c(nn1-c1ccccc1)CSC2,0.1%,0.0%,-2.2,?,-21.8%,-6.1%,-4.1%[9.26 µM],-30.1%,?,-25.0%,?
O=C(NC1CCC(O)CC1)c1cccnc1Sc1ccccc1Cl (configuration not stated),-7.9%,5.1%,0.8,3.7%,0.0%,-0.2%,1.8%,16.0%,0.9%,-10.6%,-18.7%
Cc1ccccc1SCC(=O)Nc1ccc(N2CCOCC2)cc1,-7.1%,-13.6%,5.5,10.6%,1.6%,-5.6%,?,2.3%,-6.5%,7.8%,-0.9%
COc1cc(SC)ccc1C(=O)Nc1ccc(C)cc1C,-7.0%,2.69µM*,-3.2,?,2.51µM*,3.55µM*,?,7.94µM*,2.9%,?,35.0%
Cc1cccc(NC(=O)CCNC(=O)c2ccccc2Cl)n1,1.6%,2.1%,-2.6,8.2%,-0.3%,6.5%,1.2%,14.4%,-3.7%,2.5%,-2.3%
Cc1cccn2c(=O)c(C=O)c(NCc3ccccc3)nc12,-0.8%,-3.0%,8.7,7.8%,1.0%,-2.4%,4.4%,-23.3%,-2.8%,3.9%,-1.4%
CCc1nn2c(=O)cc(COc3ccc(/C=C4\C(=N)N5N=C(C)SC5=NC4=O)cc3)nc2s1,-23.6%,?,0.0,18.8%,0.1%,2.5%,5.6%,-0.8%,-8.7%,-2.0%,25.0%
O=P(C(=NCCO)NO)(N1CCOCC1)N1CCOCC1,2.2%,2.0%,0.2,-15.2%,0.6%,11.3%,-1.0%,7.3%,-9.2%,·,-7.4%
O=C(O)CCCN1C(=O)/C(=C/c2ccncc2)SC1=S,-3.1%,-5.3%,-0.1,?,-10.5%,-7.7%,4.8%,-21.9%,10µM*,?,8.91µM*
CCOc1ccc(NC(=O)CCn2c(=O)[nH]c3ccsc3c2=O)cc1,-4.2%,4.8%,-3.6,-7.2%,-2.0%,-2.7%,0.6%,1.5%,2.2%,-3.4%,17.8%
Cc1cc(=O)n2c(C(=O)Nc3ccc(C)c(C)c3)c(C(=O)Nc3ccccc3)sc2n1,-1.5%,4.8%&-4.8%,13.3,2.4%,-5.0%,-7.8%,7.1%,-30.7%,?,4.8%,-25.4%

(further entries)
Structure,Tb PFK inh,FLuc modulator,TRPV1 agonist,ELG1 repair inh,NPC1 prom act,Rab9 prom act,ELG1 genotox,BRCA1 expr act,VP16 counter,p53 reactivation,RORgamma inh
COc1ccc(S(=O)(=O)N(C)CC(=O)NC2CCCCC2)cc1Cl,1.6%,0.4%,24.8,0.9%,-1.8%,-3.2%,-1.0%,2.8%,-0.8%,4.9%,3.8%
Cc1ccc(NC(=O)CCCn2c(=O)[nH]c3ccsc3c2=O)cc1,-2.5%,-18.4%,14.8,16.3%,0.5%,-1.1%,7.3%,21.1%,-0.8%,?,1.0%
C=CCNC(=S)N/N=C1\CCS(=O)(=O)c2ccccc21,1.0%,-1.5%,-3.2,?,-6.4%,-10.1%,-0.3%,-10.1%,?,3.9%,17.8µM*
Cc1ccc(Cl)c(OCC(=O)NN2CCN(C)CC2)c1,0.7%,-1.4%,0.6,4.6%,-1.1%,-6.0%,0.1%,-7.6%,-3.3%,3.3%,-15.8%
Cc1cc(C(=O)CSc2nnc(C3COc4ccccc4O3)n2C)c(C)n1-c1ccc(F)cc1 (configuration not stated),11.8%,-6.1%[2.3 µM],0.0,?,2.6%,-4.9%,-7.7%,0.0%,-3.5%,5.2%,25.1%
C=CC[C@H](CC(=O)N(CCO)Cc1ccccc1)C(=O)N[C@@H](C)COC(=O)[C@@H](CC=C)Cc1ccc(F)cc1,1.5%,·,·,-19.2%,·,·,-2.6%,-14.7%,·,0.2%,·
COCCNC(=O)CN(C(=O)c1ccc(N2CCCC2)nc1)c1ccc(F)c(Cl)c1,0.0%,1.9%,2.8,-7.6%,-2.3%,2.8%,0.2%,-0.8%,-5.5%,6.7%,-21.7%
CN(C)S(=O)(=O)c1cc(NC2CC(=O)N(c3ccc(F)cc3)C2=O)ccc1Cl (configuration not stated),-3.9%,0.2%,-0.6,8.0%,-8.6%,-2.1%,1.6%,-2.3%,-1.6%,-3.0%,34.2%
CC(C)(C)C1CCc2c(sc(NC(=O)c3ccco3)c2C(N)=O)C1 (configuration not stated),0.3%,0.426µM*,1.4,?,?,2.82µM*,?,34.0%,-13.9%,20.1%,-27.3%
C/C(Cc1ccccc1)=N\NC(=O)CNC(=O)c1ccccc1,0.4%,?,-4.1,1.4%,1.0%,-3.2%,0.2%,3.5%,5.2%,2.3%,-2.7%
Cc1ccc(C(=O)N2CCOCC2)cc1S(=O)(=O)Nc1cccc(C)c1C,-4.4%,3.6%,1.2,2.9%,-1.7%,-2.9%,0.5%,-28.8%,-0.3%,-6.4%,-23.3%
COc1ccc(CNC(=O)COC(=O)c2nc3nc(C)cc(C)n3n2)cc1,1.9%,-1.6%,-3.8,2.9%,-2.6%,0.0%,-1.2%,-3.3%,·,-1.6%,·
O=C(CSc1ncnc2c1oc1ccccc12)Nc1nccs1,0.4%,0.2%,5.5,16.6%,-7.2%,-1.3%,2.8%,-24.3%,-8.9%,3.1%,2.9%
NS(=O)(=O)c1ccc(N2CCN(CCOc3ccc(Cl)cc3)CC2)nc1,-16.6%,0.3%,1.1,?,-4.7%,-10.9%,-19.0%,-7.9%,?,-14.2%,?
COc1ccc(CNC(=O)C(C)OC(=O)c2cccn2C)cc1 (configuration not stated),-1.4%,1.7%,0.4,-1.4%,-6.9%,1.4%,0.2%,-1.0%,-10.9%,-4.1%,12.8%

Next entries.
Structure,Tb PFK inh,FLuc modulator,TRPV1 agonist,ELG1 repair inh,NPC1 prom act,Rab9 prom act,ELG1 genotox,BRCA1 expr act,VP16 counter,p53 reactivation,RORgamma inh
O=C(CSc1nnc(CNC(=O)c2ccccc2F)o1)Nc1cccc(C(F)(F)F)c1,0.0%,-14.8%,2.2,3.2%,-1.5%,-1.2%,-2.0%,-9.2%,-7.3%,-5.0%,17.0%
O=C(Nc1ccc(S(=O)(=O)Nc2ccc(Cl)cc2)cc1)C1CCCO1 (configuration not stated),-10.2%,4.4%,0.4,-15.5%,-2.8%,-17.1%,6.2%,-31.8%,?,-15.3%,20.4%
Cc1nn(C)c(C)c1N=Cc1c(O)ccc2ccccc12,-2.9%,13.5µM*,25.5,2.3%,-0.3%,15.3%,-0.7%,-4.9%,-7.9%,17.0%,-14.6%
Cc1ccc(CNC(=O)CC2Nc3c4ccccc4nc(=S)n3C2=O)cc1 (configuration not stated),7.1%,2.7%,-2.4,5.4%,-8.6%,-4.5%,-4.8%,·,-0.1%,-0.5%,-10.3%
CCc1nc2ccccc2c(C(=O)OCc2nnc(-c3ccccc3)o2)c1C,0.1%,3.3%,14.6,20.6µM*,-5.7%,-4.7%,-4.7%,-4.6%,-10.1%,-2.4%,16.9%
Cc1cc(OCC(=O)Nc2cccnc2)c2c(C)c(C)c(=O)oc2c1,-10.0%,0.4%,28.5,?,0.0%,-7.9%,4.4%,5.3%,8.1%,-7.0%,-26.1%
